Screening data from PubChem.
RAM inhibit = inhibitors of the yeast RAM network. actives 1.8% (n = 190,000). inhibition, % at 50 µM. S. cerevisiae dse1pr::URA3 reporter, 5-FOA growth OD615, 2 d; analog-sensitive cbk1-as2 kinase mutant strain;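 active means inhibition above a set limit, 3 SD over mean compound inhibition, cut at about 8.4% in these data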;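 further: 0% = DMSO-only wells with no growth and 100% = 10 µM 1-NA-PP1 full growth; inhibition rescues growth on 5-FOA so higher OD means more RAM inhibition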
STAT3 activator = increases IL-6 driven STAT3 reporter signal; U3A cells, IL-6 STAT3-luciferase reporter, luminescence; 100% = signal with IL-6 EC80 alone; activation (% of control), % at 5.6 µM; actives 0.91% (n = 190,000); AID 871;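 active means activation above the screen-wide mean of compound activation plus 3 SD, cut at about 130% in these data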;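 further: 0% = background luminescence of wells with medium and substrate only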
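Test system: Human STAT1-deficient U3A cells with stable STAT3-luciferase reporter | Also added: Interleukin-6, 33 ng/mL | Timing: Compound pre-incubation 1 h before IL-6, then 6 h stimulation at 37 °C | Technique: Luciferase reporter luminescence | Read-out: Percent of IL-6-only median luminescence | Benchmarks: IL-6-only wells as 100% reference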
STAT3 blocker = STAT3 signaling inhibition; actives 0.89% (n = 190,000); AID 862; U3A cells, IL-6 STAT3-luciferase reporter, luminescence; host cell line lacks STAT1; inhibition, % at 5.5 µM;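 active means inhibition above the mean inhibition across all screened compounds plus 3 SD, cut at about 44% in these data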;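 further: 0% = DMSO only wells and 100% = 100 µM nifuroxazide control wells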
Hsp70 activator = switches on Hsp70 transcription | actives 0.04% (n = 200,000) | activation, % at 10 µM | HeLa Hsp70 promoter luciferase reporter, luminescence; scaled: vehicle 0, proteasome-inhibitor control 100%;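 active means activation above the mean across all tested compounds plus 3 SD, cutoff set per campaign, cut at about 5.5% in these data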;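 further: 100% = MG132 at 30 µM as the positive control and 0% = DMSO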
FLuc inhib CS = Photinus pyralis luciferase inhibition counter-screen; P08659; ATPLite firefly luciferase biochemical luminescence, 10 min; inhibition, % at 10 µM; actives 1.5% (n = 200,000);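 active means inhibition above about 50% when tested at 10 µM, limit read from the data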
Target sequence (P08659 whole entry, looked up): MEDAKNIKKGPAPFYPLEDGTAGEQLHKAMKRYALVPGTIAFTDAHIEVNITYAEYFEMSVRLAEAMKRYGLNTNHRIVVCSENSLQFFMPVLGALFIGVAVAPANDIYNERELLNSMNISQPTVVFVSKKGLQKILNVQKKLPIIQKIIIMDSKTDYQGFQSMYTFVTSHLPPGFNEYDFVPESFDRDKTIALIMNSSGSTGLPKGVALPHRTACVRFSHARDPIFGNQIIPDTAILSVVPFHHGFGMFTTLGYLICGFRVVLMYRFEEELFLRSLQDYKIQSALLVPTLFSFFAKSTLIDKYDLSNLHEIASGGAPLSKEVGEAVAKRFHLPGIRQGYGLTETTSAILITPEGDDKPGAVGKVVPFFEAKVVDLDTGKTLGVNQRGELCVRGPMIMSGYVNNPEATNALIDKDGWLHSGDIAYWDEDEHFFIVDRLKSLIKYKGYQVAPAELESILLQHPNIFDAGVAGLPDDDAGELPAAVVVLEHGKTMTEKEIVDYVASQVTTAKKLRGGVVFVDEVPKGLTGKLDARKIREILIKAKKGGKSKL
APP 5UTR inh = APP translation inhibition; actives 0.82% (n = 190,000); inhibition, % at 2 µM; SH-SY5Y APP 5'UTR-luciferase reporter, luminescence;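 active means inhibition above a set limit, derived from the sample mean plus 3 SD, cut at about 45% in these data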; further: values of inactives mirror those of a sister screen read the other way
STAT1 inh = reduces IFN-gamma driven STAT1 reporter signal; NIH 3T3 STAT1-luciferase reporter, luminescence; inhibition, % at 5.5 µM; actives 0.35% (n = 200,000); AID 920;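 active means inhibition above a set limit, the mean inhibition across all tested compounds plus 3 SD, cut at about 34% in these data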;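 further: 0% = IFN-gamma with DMSO and 100% = IFN-gamma with 300 µM nifuroxazide; values of inactives mirror those of a sister screen read the other way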
STAT1 act = STAT1 signaling activation; AID 932; NIH 3T3 STAT1-luciferase reporter, IFN-gamma, luminescence; 100% = IFN-gamma alone, no compound; actives 2.6% (n = 200,000); activation (% of control), % at 5.5 µM;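 active means activation above the screen-wide mean activation plus 3 SD, cut at about 130% in these data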;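 further: raw ratio to IFN-gamma control signal so 100% means no change and 0% no light; values of inactives mirror those of a sister screen read the other way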
NF-kB expr up = compounds increasing NF-kB expression in human neuronal cells. fold change at 12.5 µM. actives 1.6% (n = 190,000). NF-kB reporter expression; active compounds read high; in the data active means fold change above about 3.3
APP 5'UTR act = activates APP 5'UTR luciferase reporter. activation, % at 2 µM. AID 1276. SH-SY5Y APP 5'UTR luciferase reporter, luminescence; zero percent = DMSO vehicle wells. actives 1% (n = 190,000);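 active means activation above a set limit, based on mean plus 3 SD of controls, cut at about 140% in these data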; further: values of inactives mirror those of a sister screen read the other way
Active calls of the source: *; nt = no result given.

Results follow in this order: RAM inhibit, STAT3 activator, STAT3 blocker, Hsp70 activator, FLuc inhib CS, APP 5UTR inh, STAT1 inh, STAT1 act, NF-kB expr up, APP 5'UTR act
Cn1cc(CN2CCCC(CO)C2)c(-c2ccc(Oc3ccccc3)cc2)n1 (configuration not stated)
 : -0.5, 108, -3, -0.3, -5, -4, 1, 99, 0.92, 4
CCOC(=O)c1ccccc1NC(=O)c1cn(-c2ccc(OC)cc2)c(=O)c2ccccc12
 : 6.0, 100, 0, -0.4, 3, 3, 7, 93, 0.39, -3
Cc1cc(NC(=O)c2ccc(Br)cc2)nc(C)n1
 : 0.1, 76, 32, -0.3, 9, -15, 0, 98, 1.4, 15
O=C(Nc1c(C(=O)Nc2cccc3ccccc23)cnn1-c1ccccc1)c1ccco1
 : 1.5, 95, 7, -0.6, 5, 4, -2, 104, 0.98, -4
COc1ccc(CN(C(=S)Nc2ccccc2)C2CC(=O)N(c3ccc(Cl)cc3)C2=O)cc1 (configuration not stated)
 : 3.2, 88, 22, -0.2, -4, -15, 2, 98, 0.66, 15
COC(=O)c1ccccc1NC(=S)N1CCN(c2ccccn2)CC1
 : 2.1, 86, 24, 0.3, -6, -3, 3, 96, 1.1, 3
O=C(N/N=C/c1ccccc1C(=O)O)c1ccccc1Br
 : 1.6, 98, 11, -0.1, 13, -2, -6, 106, 1.1, 2
Cc1ccc(Cl)cc1N(CC(=O)NCc1ccc2c(c1)OCO2)S(C)(=O)=O
 : -0.4, 102, 4, 0.0, -8, -8, 4, 95, 1.2, 8
CCOCC(=O)N(CC)Cc1ccccc1
 : 1.8, 93, 14, -0.1, -5, 11, 6, 94, 1.3, -11
O=C(O)CSCNC(=O)C12CC3CC(CC(C3)C1)C2
 : 1.3, 97, 10, -0.4, -5, 4, 0, 100, 1, -5
O=C(NCc1cccc(CNC(=O)C(=O)NCc2ccco2)c1)C(=O)NCc1ccco1
 : 4.6, 100, 1, 0.1, -5, 11, -1, 99, 1.1, -11
COc1ccc(-c2cc(C(F)(F)F)nc(-n3ccnc3)n2)cc1
 : 3.6, 93, 19, -0.3, -1, -14, 5, 95, 0.73, 14
CCCCC(=O)Nc1ccc(C(=O)NNC(=O)CCCOc2ccc(Cl)cc2Cl)cc1
 : 6.7, 100, -5, -0.2, -2, 3, 3, 97, 1.2, -3
CC(C)c1ccc(S(=O)(=O)N2CCN(C(=O)c3ccco3)CC2)cc1
 : 3.0, 107, 0, 0.0, 0, 5, 6, 93, 0.93, -5
Cc1ccc(C(=O)NCc2ccc(Cl)cc2)o1
 : 0.7, 104, -3, -0.4, -2, -3, 3, 97, 1.1, 3
C=CCN1C(=O)c2cccc3c(N4CCCCC4)ccc(c23)C1=O
 : 4.3, 95, 8, -0.2, -1, -28, -30, 126, 1.6, 28
O=C(COc1ccc(C(=O)c2ccccc2)cc1)NCc1ccc(F)cc1
 : 5.2, 102, -4, -0.2, 5, 14, 5, 96, 1.6, -14
CCN(CC)S(=O)(=O)c1cccc(NC(=O)c2ccc(C#N)cc2)c1
 : 5.0, 98, 11, -0.4, 0, -4, 14, 87, 0.91, 4
Cn1c(C(=O)N2CCN(c3ncccn3)CC2)cc2c(=O)n(C)c3ccccc3c21
 : 0.8, 97, 13, -0.1, 2, -4, 1, 99, 0.64, 4
N#C/C(=C\c1ccc([N+](=O)[O-])o1)C(=O)Nc1ccc(F)cc1
 : 2.9, 92, 11, -0.3, -4, 43, 14, 87, 1.4, -43
C=CCNC(=O)c1ccccc1Cl
 : -0.3, 101, 4, 0.1, 3, 0, 8, 93, 1.2, 0
CC(C)NC(=O)c1cc(C(=O)c2cc(Cl)ccc2O)coc1=N
 : 4.9, 95, 8, -0.3, -3, -13, 6, 94, 0.91, 13
COc1cccc(C2c3c(oc4cc(C)c(C)cc4c3=O)C(=O)N2CCCN(C)C)c1 (configuration not stated)
 : 0.6, 125, -25, -0.5, -6, -18, -3, 102, 1.1, 18
CCCCCC(=O)N/N=C/c1ccc(N(C)C)cc1
 : 1.1, 120, -19, 0.4, 7, -17, -38, 134*, 1.9, 17
CC(C)(C)c1cc(Cl)c(O)c(NC(=S)NC(=O)c2cccnc2)c1
 : 5.7, 91, 13, -0.3, -3, -10, -1, 100, 1.1, 10
COc1ccc(OCC(=O)Nc2ccccc2-c2ccccc2)cc1
 : 1.9, 96, 6, 0.5, -2, 11, 9, 90, 0.97, -11
COCCOC(=O)C1=C(C)Nc2cc(=O)[nH]c(=O)n2C1c1cccc([N+](=O)[O-])c1 (configuration not stated)
 : 2.2, 115, -17, -0.5, -12, -16, 8, 92, 1, 16
CC(C)(C)c1ccccc1NC(=O)c1c(O)c2cccc3c2n(c1=O)CC3
 : 1.8, 149*, -48, 0.1, -1, -18, 3, 95, 0.87, 18
COc1cc(C(=O)NCCC(=O)NC(C)C)cc(OC)c1OC
 : -0.3, 105, -5, -0.1, -3, -9, -6, 104, 1, 9
Cc1ccc(C(=O)N2CCCC(C(=O)c3ccc(Oc4ccccc4)cc3)C2)cn1 (configuration not stated)
 : 0.0, 89, 17, -0.1, -9, -2, 12, 88, 0.96, 2

Some values from above:
In Hsp70 activator, `Cn1cc(CN2CCCC(CO)C2)c(-c2ccc(Oc3ccccc3)cc2)n1` (configuration not stated) shows -0.3
In STAT3 activator, `CC(C)(C)c1ccccc1NC(=O)c1c(O)c2cccc3c2n(c1=O)CC3` shows 149*

Back to the main list, starting five compounds before the break.
Results follow in this order: RAM inhibit, STAT3 activator, STAT3 blocker, Hsp70 activator, FLuc inhib CS, APP 5UTR inh, STAT1 inh, STAT1 act, NF-kB expr up, APP 5'UTR act
COc1ccc(OCC(=O)Nc2ccccc2-c2ccccc2)cc1
 : 1.9, 96, 6, 0.5, -2, 11, 9, 90, 0.97, -11
COCCOC(=O)C1=C(C)Nc2cc(=O)[nH]c(=O)n2C1c1cccc([N+](=O)[O-])c1 (configuration not stated)
 : 2.2, 115, -17, -0.5, -12, -16, 8, 92, 1, 16
CC(C)(C)c1ccccc1NC(=O)c1c(O)c2cccc3c2n(c1=O)CC3
 : 1.8, 149*, -48, 0.1, -1, -18, 3, 95, 0.87, 18
COc1cc(C(=O)NCCC(=O)NC(C)C)cc(OC)c1OC
 : -0.3, 105, -5, -0.1, -3, -9, -6, 104, 1, 9
Cc1ccc(C(=O)N2CCCC(C(=O)c3ccc(Oc4ccccc4)cc3)C2)cn1 (configuration not stated)
 : 0.0, 89, 17, -0.1, -9, -2, 12, 88, 0.96, 2
CCc1ccc(NC(=O)C(C)OC(=O)c2cc(=O)[nH]c3ccc(S(=O)(=O)Nc4ccc(F)cc4)cc23)cc1 (configuration not stated)
 : 2.3, 115, -12, 0.1, -2, -6, -1, 99, 1.3, 6
COc1cc(OC)cc(C(=O)NCCN2CCOCC2)c1
 : 0.8, 101, 1, -0.2, 0, -11, 2, 98, 1.1, 11
CN(C)CCNC(=O)c1ccc(CS(=O)(=O)c2c(Cl)cccc2Cl)o1
 : 1.0, 99, 10, -0.3, -6, 8, -11, 110, 0.94, -8
COCCCNC(=O)c1ccc(Cn2c(=O)c3ccccc3n(CC(=O)NCc3ccco3)c2=O)cc1
 : -0.8, 96, 4, 0.0, -8, -12, -6, 106, 1.1, 12
Cc1nsc(Nc2ccc([N+](=O)[O-])cc2)c1C#N
 : 2.1, 66, 42, -0.3, -8, 12, 30, 71, 1.1, -11
CCN(C(=O)COC(=O)c1cc(-c2cccc3ccccc23)nc2ccccc12)C1CCS(=O)(=O)C1 (configuration not stated)
 : 4.7, 97, 4, -0.3, -6, -1, -1, 100, 1.1, 1
Cc1ccc(N2C(=O)c3n[nH]c(C)c3C2c2cccnc2)cc1 (configuration not stated)
 : -0.3, 101, 2, -0.1, -3, 6, 1, 99, 1.2, -6
Cc1cccc(NC(=O)CSc2nc3ccc(N4C(=O)c5ccccc5C4=O)cc3s2)c1C
 : 2.2, 96, 9, -0.1, -3, -6, 4, 96, 1.4, 6
Cc1c(C(=O)N/N=C/c2ccncc2)no[n+]1[O-]
 : 0.9, 98, 10, -0.2, -8, 31, 1, 98, 0.9, -31
CSC1=NC(=O)/C(=C/c2ccc(SC)cc2)S1
 : 2.9, 109, -5, 0.3, 48, -17, -19, 118, 1.8, 17
C=CCn1c(SCC(=O)NC2CCCC2)nc2scc(-c3ccco3)c2c1=O
 : 1.6, 104, 0, 0.1, -5, -20, -4, 103, 1.1, 20
CCOC(=O)c1c(/N=C/N(C)C)sc(C(=O)OC)c1C
 : 1.0, 99, 4, -0.1, -1, 3, -4, 103, 1, -3
O=C(C1=C(Nc2ccccc2)c2ccccc2S(=O)(=O)N1)c1ccccc1
 : 3.2, 96, 8, -0.2, -1, -5, -8, 107, 1.3, 5
Cc1ccc(OCC(=O)Nc2ccc(CN3CCCCC3)cc2)c(C)c1
 : 2.5, 104, -1, -0.2, -3, -9, -7, 105, 1.4, 9
Cc1cc(C)nc(NC(=O)CSc2nccc(C)n2)n1
 : 2.3, 105, 0, -0.2, -6, -17, 1, 98, 1, 17
COc1ccc(-c2cc3nc(C)c(CCC(=O)NCc4ccco4)c(C)n3n2)c(OC)c1
 : -0.1, 96, 9, -0.4, -4, -1, -5, 104, 0.87, 1
N/C(=N\OC(=O)c1ccccc1[N+](=O)[O-])c1ccccn1
 : -0.4, 94, 18, 0.0, 69*, -104, 6, 94, 3.9*, 104
CCO[C@H]1OC(C(=O)NCc2ccccc2)=C[C@@H](C2CCCCC2)[C@@H]1CCCO
 : 3.3, nt, nt, 0.0, -5, -10, -5, 106, 0.82, 10
CCN=C1SC(CC(=O)Nc2ccccc2)C(=O)N1CC (configuration not stated)
 : 2.7, 107, -1, -0.1, -6, 1, 1, 99, 1.2, -1
COC(=O)c1ccc2c(=O)n(CCCN3CCOCC3)c(=S)[nH]c2c1
 : 0.8, 100, 3, 0.3, -4, -12, -3, 100, 1.4, 11
Cc1ccc(C(=O)N2CCN(c3ccc(C(F)(F)F)cn3)CC2)cc1
 : 2.2, 91, 14, -0.5, -4, 15, 8, 92, 1.1, -15
CCCOc1ccc(N2CC(C(=O)Nc3ccccc3F)CC2=O)cc1 (configuration not stated)
 : 0.0, 94, 11, -0.4, -4, -13, -4, 103, 1.4, 13
Cc1ccc(C(=O)Nc2ccccc2C(=O)N2CCCC2)cc1[N+](=O)[O-]
 : 3.0, 99, 2, -0.1, -2, -14, 4, 96, 1.4, 14
Clc1ccc(-c2csc(N3CCc4ccccc4C3)n2)cc1
 : 7.4, 126, -19, -0.1, -9, -8, 1, 99, 1.4, 8
Cc1nc2c3c4c(sc3n3c(SCC(=O)NCc5ccco5)nnc3n2n1)COC(C)(C)C4
 : -0.6, 105, 1, -0.2, -7, -10, -3, 104, 1, 10
COc1ccc(/C=C(/NC(=O)c2cccs2)C(=O)NCc2ccco2)cc1OC
 : 1.8, 99, 9, 0.0, -3, -20, -3, 101, 1.1, 20
COCCCNC(=O)CCCC(=O)NCCCOC
 : 0.9, 105, -4, -0.2, -3, -4, 9, 92, 1, 4
O=C(CCNC(=O)c1ccccc1)Nc1ccc(F)c(Cl)c1
 : 2.2, 100, 3, -0.3, -2, -19, 2, 98, 0.83, 19
CCOc1ccc(-n2c(=O)c3c(C)c(C(=O)N(C)C)sc3n(CC(=O)Nc3ccccc3F)c2=O)cc1
 : 2.2, 109, -10, -0.1, -3, -16, -12, 110, 1.1, 16
O=C(CSCc1ccccc1Br)N/N=C/c1ccc2c(c1)OCO2
 : 2.2, 104, 1, -0.2, 2, 14, 1, 99, 1, -14
